NR2E3 ag-1 – NR2E3 (human) agonism; GST-NR2E3/biotin-RetCOR TR-FRET, 1536-well; Q9Y5X4; AID 2300; inhibition of corepressor binding, % at 4.78 µM; 0.12% of 320,000 active;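 active means percent inhibition above the cutoff of mean plus 3 SD of all tested compounds, set per screening campaign, cut at about 20% in these data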;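 further: 0% = DMSO wells and 100% = biotin wells as full block of FRET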
Target sequence (Q9Y5X4 whole entry, looked up): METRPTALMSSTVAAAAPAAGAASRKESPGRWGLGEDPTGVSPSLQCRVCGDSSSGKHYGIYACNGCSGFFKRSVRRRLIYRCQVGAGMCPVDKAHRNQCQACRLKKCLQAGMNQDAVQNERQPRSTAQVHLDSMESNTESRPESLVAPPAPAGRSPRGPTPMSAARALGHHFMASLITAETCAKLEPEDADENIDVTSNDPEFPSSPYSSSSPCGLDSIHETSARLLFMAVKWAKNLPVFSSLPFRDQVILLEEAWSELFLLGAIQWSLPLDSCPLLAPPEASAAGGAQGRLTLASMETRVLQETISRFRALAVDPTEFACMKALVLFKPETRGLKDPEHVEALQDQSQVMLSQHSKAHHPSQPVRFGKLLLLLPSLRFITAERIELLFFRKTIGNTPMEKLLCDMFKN
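Assay system: NR2E3–RetCOR corepressor complex. Quantity: 1.35 nM GST-NR2E3. Buffer or medium: pH 7.5 Tris-based buffer. Reagent: biotinylated RetCOR corepressor at 7 nM final. Schedule: 5 h at 4 °C. Detection: TR-FRET, emission read at 617 and 671 nm. Replicates: one well per compound, singlicate testing.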
HIF-2a block – HIF-2a inhibition; AID 624352; 0.72% of 360,000 active; inhibition, % at 18.8 µM; 786-0 RCC cells HIF-2a reporter, luciferase luminescence, overnight;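 active means inhibition of the luminescence signal of 40% or more relative to plate controls, in a single-dose primary screen at 18.75 µM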
Shn3 3UTR inh – reduces Shn3 3'UTR luciferase signal in osteoblasts. Clone20 osteoblast Shn3 3'UTR firefly luciferase, 24 h. inhibition, % at 12.5 µM. 0.52% of 360,000 active;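 active means mean inhibition of at least 75% with every replicate also reaching 75%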;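 further: 0% = median of neutral control wells and 100% = pilot-screen positive control compound; some compounds past the cut are filed as inactive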
NR2E3 ag-2 – activates human NR2E3 receptor | AID 602229 | 0.35% of 360,000 active | inhibition of corepressor binding, % at 3.98 µM | Q9Y5X4 | CHO-S Gal4-NCOR/VP16-NR2E3 two-hybrid, luciferase;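 active means inhibition above the mean of all tested compounds plus 3 SD, cut at about 70% in these data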;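 further: 0% = DMSO with NR2E3 transfected cells and 100% = cells lacking NR2E3 construct; higher means lower luciferase signal from less NR2E3 corepressor binding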
C8 TRAIL sens – caspase-8 TRAIL sensitization. inhibition (viability loss, TRAIL sensitization), % at 10 µM. 1% of 360,000 active. NB7+C8 cells + TRAIL, ATPlite viability luminescence;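 active means compounds causing at least 50% loss of cell viability in the single-dose screen, relative to plate controls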
EBV LMP1 NFkB – inhibitors of Epstein-Barr LMP1-induced NF-kappaB reporter; LMP1-induced NF-kappaB luciferase reporter cells, luminescence; inhibition, % at 12.5 µM; 0.69% of 350,000 active; in the data active means inhibition above about 41%;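 further: 0% = neutral control wells and 100% = reference inhibitor control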
CF NFkB block – blocks PAF-induced NF-kB reporter in cystic fibrosis cells. KKLEB NF-kB-GFP reporter, GFP fluorescence overnight. inhibition, % at 5 µM. 0.86% of 360,000 active;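 active means at least 50% inhibition at 5 µM, scaled per plate between neutral and stimulator controls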;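 further: PAF is a Pseudomonas aeruginosa culture filtrate used as stimulus; plate controls were PAF-stimulated DMSO wells for no effect and unstimulated DMSO wells for full effect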
MITF TRPM1 inh – MITF TRPM1 promoter inhibition in SK-MEL-5 cells; AID 488899; SK-MEL-5 TRPM1 promoter luciferase, 24 h; 0.83% of 330,000 active; inhibition, % at 12.5 µM;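 active means mean inhibition across replicates of 60% or more, whatever share of single replicates reaches that level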; further: values of inactives mirror those of a sister screen read the other way
iPSC survival up – enhancers of human iPSC single-cell survival; hiPSC single-cell survival, ATPlite luminescence; 100% = ROCK inhibitor wells, 0% = DMSO; survival enhancement, % at 20 µM; 0.044% of 360,000 active; AID 602274; in the data active means survival enhancement above about 18%;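 further: cells exposed to compounds for 16 hours before the ATP read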
KKLEB cytotox – counter-screen for CF NF-kB inhibitors: cytotoxicity; KKLEB CF airway cells viability, ATPlite luminescence, overnight; active compounds read low; cells stimulated with P. aeruginosa culture filtrate; activity change (cytotoxicity), % at 5 µM; 0.36% of 360,000 active;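 active means corrected activity change at or below -50% at 5 µM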
Peg3 promoter – Peg3 promoter activity inhibition | HeLa PEG-Prom luciferase reporter, luminescence, overnight | inhibition, % at 20 µM | 1.7% of 360,000 active;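 active means inhibition of at least 50% at 20 µM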
* hit, by the source's call; . = no result given; & = joins results of further samples; ! = a repeat was not active. Only part of the results is shown, so the mix of outcomes need not match the whole.

smiles,Peg3 promoter,NR2E3 ag-1,CF NFkB block,MITF TRPM1 inh,KKLEB cytotox,EBV LMP1 NFkB,C8 TRAIL sens,iPSC survival up,HIF-2a block,NR2E3 ag-2,Shn3 3UTR inh
COc1ccc2c(c1OC)C(=O)OC2Nc1ccc(S(=O)(=O)N=C(N)N)cc1 (stereo not given),2.5,4.8,-5.6,0.7,2.0,5.9,19.4,-0.6,8.2,1.4,-10.4
CN1CCC(N(C)C(=O)NC2CCCCC2)CC1,-11.1,1.8,-18.9,0.2,-7.4,-2.5,-8.6,-0.5,6.1,-5.9,-9.7
COc1ccc(N2CCN(C(=O)C34CCC(C)(C(=O)C3)C4(C)C)CC2)cc1 (stereo not given),8.6,1.8,-3.6,-2.9,9.8,6.7,-9.9,-1.4,-2.8,-14.8,22.1
COc1ccc(C)cc1NC1=C(Cl)C(=O)N(C2CCCCC2)C1=O,9.4,-0.6,11.7,-4.9,-1.0,3.3,-8.8,4.0,3.2,-9.1,17.8
CCN(CC(=O)Nc1c(F)cccc1F)C(=O)c1ccc(C(=O)c2ccccc2)cc1,3.3,2.8,-0.7,3.6,15.5,2.6,-0.3,-0.3,-17.5,7.7,-3.4
C=CSc1sc(Cl)c(N(C)C)c1[N+](=O)[O-],-2.6,4.0,-13.5,-8.3,10.4,-3.5,2.9,-2.2,21.4,-19.6,-11.4
COc1cccc(N2CCN(C(=O)C3CCN(C(=O)Nc4ccccc4)CC3)CC2)c1,16.3,.,-20.3,.,1.3,0.6,-11.9,-1.1,8.6,-18.2,-8.1
O=C(Nc1ccc([N+](=O)[O-])cc1)OCCc1ccccn1,-268.1,2.8,-17.8,-78.1,7.8,-8.6,2.2,0.3,-146.3,-32.5,-80.8
COc1ccc(-c2nc3c(C)cc(Br)cn3c2CC2CCCCC2)cc1OC,-9.2,.,30.6,.,-9.5,.,5.2,-0.6,6.2,-24.7,-6.0
Cn1c(N)nc2nc(CCc3ccccc3)c(=O)[nH]c2c1=O,-8.2,0.2,6.6,-5.9,-4.1,-3.3,6.0,0.3,4.1,-28.9,-20.0
CCOC(=O)C1(Cc2ccccc2)CCCN(Cc2cccc(C(C)=O)c2)C1 (stereo not given),21.2,-2.6,-4.7,10.2,12.9,1.7,4.8,0.4,20.3,-13.2,-23.0
CCCCn1c(CNC(=O)C(C)(C)C)nc2ccccc21,7.1,4.0,26.9,.,-17.0,-9.5,-9.6,0.0,5.8,-13.3,3.4
COc1ccc(N2CCN(C(CNC(C)=O)c3ccco3)CC2)cc1 (stereo not given),11.8,-1.4,-47.9,5.6,1.3,0.9,-9.5,-0.2,4.2,20.7,-14.0
O=C(NCc1ccncc1)/C(=N/O)c1ccccc1,13.4,-1.8,-4.1,-1.6,1.2,-5.1,7.3,-0.3,5.8,-14.6,0.9
C=CCN=C1SC(C)C(=O)N1S(=O)(=O)c1ccccc1 (stereo not given),9.7,1.6,-13.2,-3.9,7.9,-6.0,-8.7,-0.4,7.0,-7.9,2.8
CCC(C)N1CC23C=CC(O2)C(C(=O)OCc2ccccc2)C3C1=O (stereo not given),1.6,2.2,13.4,-2.8,0.0,5.9,-7.5,0.3,4.3,-11.7,13.1
O=S(=O)(N/N=C\c1ccc2c(c1)OCO2)c1ccccc1,-1.3,.,-21.3,-0.2,2.5,-2.5,13.1,-0.3,-1.8,-9.4,-16.7
COCCSc1ccccc1C(=O)N1CCN(Cc2ccccc2)CC1,1.6,-0.1,-0.5,11.0,-2.8,3.7,-4.1,1.4,18.2,-6.0,-0.6
Cc1ccc(CN(c2ccc(C(=O)N3CCc4ccccc4C3)cc2)S(C)(=O)=O)cc1,29.5,1.6,-12.5,9.8,-14.1,-4.4,7.2,0.2,5.2,-2.2,9.7
CCOC(=O)N1CCN(C(=O)c2ccc(C)c(S(=O)(=O)Nc3ccccc3)c2)CC1,15.6,2.0,1.1,7.9,5.6,3.0,10.9,0.8,9.0,-18.1,-2.7
CC(C)n1c(=N)c(C(=O)NCCc2ccccc2)cc2c(=O)n3ccccc3nc21,3.2,1.1,6.4,-21.0,-10.0,-8.2,-0.1,0.3,19.1,-34.2,-10.7
CCCC(=O)NC(=S)Nc1sc2c(c1C(N)=O)CCC2,-105.7,15.3,6.3,-6.6,16.1,-9.5,-4.4,0.0,-113.3,-51.4,-11.6
Cc1ccc(NS(=O)(=O)c2ccc(CCC(=O)O)cc2)cc1,14.3,-0.1,-2.2,-12.0,6.7,4.1,-11.1,-1.0,2.3,15.7,3.7
CC(C(=O)N1CCc2ccccc21)N1CCN(S(=O)(=O)c2cccc(C(F)(F)F)c2)CC1 (stereo not given),14.6,-3.3,4.2,-3.9,4.0,-5.3,2.4,-0.4,4.3,-39.1,7.4
CCc1nnc(NC(=O)CCN2C(=O)c3ccccc3C2=O)s1,19.9,-0.7,11.7,6.0,-8.9,3.5,-9.6,2.2,18.7,7.2,-14.5
O=C1CCN(S(=O)(=O)c2ccccc2)CCN1CCOCc1ccc(Cl)cc1,0.1,-0.3,-4.4,3.6,12.4,-0.8,-3.5,0.5,11.7,11.1,3.7
O=c1[nH]cnc2ncc(-c3ccc(O)cc3)nc12,0.1,3.4,5.7,8.1,-10.0,-4.1,-0.5,0.0,19.7,-10.8,-7.0
COc1ccc(/C=N/Nc2ccccc2C(=O)O)cc1Cn1cc([N+](=O)[O-])cn1,-65.5,-2.0,5.7,-12.4,18.6,-11.9,4.5,-0.7,-111.9,-46.4,-32.2
CC(=O)N/C(=C/c1ccccc1)C(=O)N1CCCCC1,4.7,2.4,10.3,-3.1,-6.9,-7.5,5.0,-0.8,6.5,-26.2,-8.9
COc1ccc(S(=O)(=O)NCCC(=O)NC2CCCCC2C)cc1[N+](=O)[O-] (stereo not given),4.5,.,-9.3,13.0,18.3,0.0,-0.9,-3.0,-6.9,-31.3,3.9
O=C(/C=C/c1ccc2c(c1)OCO2)N1CCN(c2ccccc2F)CC1,2.0,0.9,2.8,3.0,3.0,0.1,10.0,-0.1,-16.2,12.8,0.1
Cc1cccc(NC(=O)CNC(=O)CCNC(=O)c2ccc(C(C)(C)C)cc2)c1C,-21.5,2.3,-17.5,-18.0,6.2,-28.4,9.6,-2.2,-47.9,-15.1,-21.2
C=CCC1c2cccc(C(=O)OC)c2C(=O)N1c1ccccc1 (stereo not given),5.8,-5.0,5.2,1.1,-3.6,29.5,-8.2,-1.0,13.8,-16.4,-0.1
NC(=NCCCCCCN=C(N)/N=C(\N)Nc1ccc(Cl)cc1)/N=C(\N)Nc1ccc(Cl)cc1,101.6*!,-4.2&0.1&-4.5,19.7&27.2&-11.1,30.9&10.5&-0.3,22.8&1.9&21.2,10.3&1.6&15.7,38.9&29.3&3.3,-1.9&-4.9&-2.4,24.1&36.0&16.2,1.8&-7.2&15.3,81.1&79.3&80.7
Cc1nc(CCNC(=O)CC2C(=O)NCCN2CC(C)C)nc2c1CCC2 (stereo not given),-31.2,2.3,10.4,7.8,-7.4,-1.6,-1.4,0.0,8.7,-0.2,-6.8
COc1cccc(-c2cnc(C(O)c3ccc(CN4CCCC4)cc3)[nH]2)c1 (stereo not given),8.6,.,-18.3,.,-1.2,.,-2.1,-1.9,9.3,19.1,-9.8
COc1ccc(CNC(=O)C2CC(c3ccccc3C(F)(F)F)=NO2)cc1 (stereo not given),10.0,-1.2,10.0,4.7,6.9,1.6,-6.3,0.5,-4.4,-14.2,-26.6
O=C(Nc1ccccc1N1CCCCC1)c1ccc2nccnc2c1,-8.3,-0.2,-4.8,16.1,1.5,30.6,-2.0,-0.8,5.7,10.6,11.2
CC(=O)c1cccc(OC(=O)c2ccc3c(=O)n4c(nc3c2)CCC4)c1,-8.4,-1.2,-0.1,9.2,9.9,5.8,0.8,-0.1,2.0,-6.0,-17.3
Cc1sc(NC(=O)CSc2nc(O)cc(=O)[nH]2)nc1-c1ccccc1,3.7,2.9,-10.1,-2.9,-0.2,1.5,2.2,-1.8,-17.6,-7.9,9.2

A second format for part of the listing above:
O=C(Nc1ccccc1N1CCCCC1)c1ccc2nccnc2c1
  Peg3 promoter: -8.3
  NR2E3 ag-1: -0.2
  CF NFkB block: -4.8
  MITF TRPM1 inh: 16.1
  KKLEB cytotox: 1.5
  EBV LMP1 NFkB: 30.6
  C8 TRAIL sens: -2.0
  iPSC survival up: -0.8
  HIF-2a block: 5.7
  NR2E3 ag-2: 10.6
  Shn3 3UTR inh: 11.2

Cc1nc(CCNC(=O)CC2C(=O)NCCN2CC(C)C)nc2c1CCC2 (stereo not given)
  Peg3 promoter: -31.2
  NR2E3 ag-1: 2.3
  CF NFkB block: 10.4
  MITF TRPM1 inh: 7.8
  KKLEB cytotox: -7.4
  EBV LMP1 NFkB: -1.6
  C8 TRAIL sens: -1.4
  iPSC survival up: 0.0
  HIF-2a block: 8.7
  NR2E3 ag-2: -0.2
  Shn3 3UTR inh: -6.8

Other records:
smiles,Peg3 promoter,NR2E3 ag-1,CF NFkB block,MITF TRPM1 inh,KKLEB cytotox,EBV LMP1 NFkB,C8 TRAIL sens,iPSC survival up,HIF-2a block,NR2E3 ag-2,Shn3 3UTR inh
Cc1ccc(CN2CCN(CC(=O)N/N=C/c3c[nH]c4ccccc34)CC2)cc1,12.2,0.8,3.0,11.7,0.3,1.7,0.5,1.0,-2.5,-6.4,-9.9
CCc1ccc2c(CN(CC)Cc3nc4ccccc4c(=O)[nH]3)cc(=O)oc2c1,-3.5,3.6,1.9,-5.7,-2.0,1.6,18.9,-3.5,-20.1,7.0,-4.0
COc1ccc(N2C(=O)CC(NC3CC3)C2=O)cc1 (stereo not given),13.0,2.5,7.2,-4.3,-0.1,3.8,-10.6,0.3,1.2,0.5,-37.6
COc1ccc(OC)c(/C=C/C(=O)NCCc2nc3ccccc3[nH]2)c1,5.1,-2.9,-1.9,-6.1,5.2,5.5,2.9,2.9,14.6,-12.4,.
CCc1ccc(CN2CCCC(C(=O)N3CCCCC3)C2)cc1 (stereo not given),6.0,1.9,-3.1,5.1,-2.5,4.7,-12.4,2.4,17.4,4.7,15.9

Screening results (PubChem BioAssay)
